SRC3 TRFRET art = counter-screen for PPARgamma SRC-3 recruitment agonists: TR-FRET artefact. PPARgamma/SRC-3 format; hits give high values. TR-FRET ratio at 8 µM. actives 0.39% (n = 99,000); in the data active = TR-FRET ratio above about 2000; note: inactives centre near 1600; reference of the scale not given here
SRC1 TRFRET art = counter-screen for PPARgamma SRC-1 recruitment agonists: TR-FRET artefact. TR-FRET detection artefact counter-screen, emission ratio; hits give high values. TR-FRET ratio at 8 µM. actives 0.34% (n = 99,000). AID 1051; in the data active = TR-FRET ratio above about 2300; note: inactives centre near 1800; reference of the scale not given here
Numbers without * were called inactive. An excerpt. The share of hits here may be higher or lower than overall.

SMILES | SRC3 TRFRET art | SRC1 TRFRET art
c1ccc(NC2=Nc3cccc4cccc2c34)cc1 | 1547 | 1857
COc1cccc2c(Cl)c(CCCl)c(C)nc12 | 1742 | 2176
COc1cccc(NC(=S)N(Cc2cccc(Br)c2)CC2CCC(C(=O)O)CC2)c1 (centres undefined) | 1701 | 1730
O=C(NN1C(=O)C2C3C=CC(O3)C2C1=O)c1ccccc1 (centres undefined) | 1653 | 1724
Cc1ccccc1C(=O)NNC(=O)C12CC3CC(CC(C3)C1)C2 | 1551 | 1562
O=S1(=O)CCC(NC(=S)N2CCCCC2)C1 (centres undefined) | 1577 | 1571
COc1ccc(CNc2nc(-c3cccnc3)nn2C(=O)C(C)C)cc1 | 1562 | 1782
C/C(=N\NC(=O)c1ccn(C)n1)c1ccc(NC(=O)C2CCCC2)cc1 | 1471 | 1753
Cc1ccc(NC(=O)OCCNC(=O)OC(C)C)cc1 | 1845 | 1907
Cc1cc(NC(=O)C(C)C)ncc1NC(=O)c1ccccn1 | 1470 | 1421
Cc1cccc(-c2nc3ccccc3c(=O)n2NC(=O)/C=C/c2ccc([N+](=O)[O-])cc2)c1 | 1520 | 1498
CC(C)CCn1cnc2c(sc3nc4c(cc32)CSC(C)(C)C4)c1=O | 1390 | 1664
O=C(O)/C=C/c1ccc2noc(-c3ccccc3)c2c1 | 1665 | 1861
O=C(OCC(=O)c1cccs1)c1ccc(NC(=O)c2ccco2)cc1 | 1631 | 1815
CC1(C)CC2(C)Nc3ccccc3N2C(=S)N1 (centres undefined) | 1361 | 1774
S=C(NCCc1ccccn1)Nc1cccc(Cl)c1 | 1365 | 1743
COc1ccc2c(OC)c3ccoc3nc2c1OC | 1745 | 1860
C=C(C)C1CC=C(C)/C(=N/NC(=O)c2cccs2)C1 (centres undefined) | 1590 | 1814
CCN/N=C(\Cc1nc2ccccc2[nH]1)c1ccccc1 | 1579 | 1840
Cc1ccc(/C=C2/SC(=O)NC2=S)o1 | 1768 | 1877
CN(C)S(=O)(=O)c1ccc2nnn(OCC(=O)NC34CC5CC(CC(C5)C3)C4)c2c1 | 1564 | 1914
COc1ccc(/C=N/NC(=O)CSCc2ccc([N+](=O)[O-])cc2)cc1OC | 1564 | 1925
C=CCN1C(=O)/C(=C\c2cc(Br)c(OCc3ccccn3)c(OC)c2)SC1=S | 1399 | 2044
CN(c1ccccc1)S(=O)(=O)c1cc(C(=O)OCC(=O)N2CCN(C(=O)c3ccco3)CC2)ccc1Cl | 1687 | 1877
CN(C)S(=O)(=O)c1cccc(N2C(=O)CC3(CCCCC3)CC2=O)c1 | 1456 | 1922
OCC(Cc1ccccc1)Nc1c2ccccc2nc2ccccc12 (centres undefined) | 1462 | 1560
Cc1ccc(N2C(=O)CS(=O)C(c3ccccc3)C2=O)cc1C (centres undefined) | 1323 | 1913
O=C(O)C1CC1C(=O)Nc1cc(F)ccc1F (centres undefined) | 1431 | 1812
O=C(COC(=O)CCSc1ccc(Cl)cc1)NCc1ccc(Cl)cc1 | 1896 | 2003
O=C1CNC(=S)N1c1nc(-c2ccccc2)cs1 | 1402 | 1893
COc1ccccc1C(=O)NNC(=O)c1nn(Cc2ccccc2)c(=O)c2ccccc12 | 1590 | 1567
Cc1ccc(OCCNC(=O)c2cccc(Oc3ccc(C(F)(F)F)cc3[N+](=O)[O-])c2)cc1 | 1407 | 1653
CC(=O)NC(Cc1ccccc1C)C(=O)NC1CCN(c2ncccc2[N+](=O)[O-])CC1 (centres undefined) | 1799 | 1832
Cc1cc(C)n(-c2cc(-n3nc(C)cc3C)ncn2)n1 | 1509 | 1702
Nc1[nH]c(N=NC(=O)c2ccccc2O)c2ccccc12 | 1466 | 1730
O=C(CSc1nnc(SCc2cccc3ccccc23)s1)N=Nc1c(O)[nH]c2ccccc12 | 1613 | 1763
CCCCCc1ccc(OCCCC[n+]2ccccc2)c(CCCCC)c1 | 1627 | 1695
Cc1ccc(S(=O)(=O)c2c(C)cc(C)nc2N2CCOCC2)cc1 | 1651 | 2074
COc1ccc(-n2nnnc2SCC(=O)N2CCN(C(=O)c3ccco3)CC2)cc1OC | 1544 | 1714
Cc1cccc2nc(CSc3nnc(N)s3)cn12 | 1587 | 2058
O=C(c1ccc([N+](=O)[O-])cc1)N1CCC(Cc2ccccc2)CC1 | 1703 | 1835
Cc1c(Cl)cccc1NC(=S)NCCC(c1ccccc1)c1ccccc1 | 1496 | 1827
COCc1cc(C)nc(SCC[N+](C)(C)CC(=O)c2ccc(Br)cc2)c1C#N | 1491 | 1894
CC(/C=C1\SC(=S)N(CCCC(=O)Nc2ccc(C(=O)O)cc2)C1=O)=C\c1ccccc1 | 1516 | 1946
Cc1ccc(S(=O)(=O)N2CCCCC2)cc1C(=O)N1CCN(c2ccccn2)CC1 | 1425 | 1711
C=CCOc1c(Cl)cc(CNc2nccs2)cc1OC | 1632 | 1575
Cc1cc(=O)[nH]c(SCC(=O)NC(C)C2CC3CCC2C3)c1C#N (centres undefined) | 1562 | 1690
O=[N+]([O-])c1ccc(/C=N/NC2=NS(=O)(=O)c3ccccc32)cc1 | 1593 | 1791
Cc1ccc([N+](=O)[O-])cc1S(=O)(=O)Nc1ccccn1 | 1639 | 1781
CCN(c1ccccc1)S(=O)(=O)c1ccc(OC)c(NC(=O)CNCCc2ccccc2)c1 | 1615 | 1838

(list continues)
SMILES | SRC3 TRFRET art | SRC1 TRFRET art
CCOC(=O)COc1cc(N)c(Cl)cc1Cl | 1404 | 1703
CCOC(=O)N1CCN(C(=O)CCC2CCCC2)CC1 | 1514 | 1814
Oc1ccc(NCc2ccccc2OCc2ccccc2)cc1 | 1728 | 2043
Cc1ccc(CC(=O)NCc2ccc(Cl)cc2)cc1 | 1478 | 1687
CCOC(=O)c1c(NC(=O)COC(=O)c2ccncc2)sc(C)c1C | 1562 | 2051
CCSc1ccc2cc(OC)ccc2[n+]1CC | 1494 | 1723
CCOC(=O)C(=O)c1c(-c2ccc(C)cc2)nc2ccccn12 | 1719 | 1746
CC(C)(C)NC(=O)Nc1ccc(Br)cc1 | 1604 | 1811
CC(C)(C)C(=O)N1CCC[C@@]1(CO)C(=O)O | 1666 | 1972
CC1CCCCC12NC(=O)N(CC(=O)Nc1ccccc1-c1ccccc1)C2=O (centres undefined) | 1526 | 1786

Full records as entered above. Values in the order: SRC3 TRFRET art	SRC1 TRFRET art
`CC1CCCCC12NC(=O)N(CC(=O)Nc1ccccc1-c1ccccc1)C2=O` (centres undefined) as listed: 1526	1786
`Cc1ccc(CC(=O)NCc2ccc(Cl)cc2)cc1` as listed: 1478	1687

A portion from the list above:
SMILES | SRC3 TRFRET art | SRC1 TRFRET art
CC(C)(C)NC(=O)Nc1ccc(Br)cc1 | 1604 | 1811
CC(C)(C)C(=O)N1CCC[C@@]1(CO)C(=O)O | 1666 | 1972

Going on with the list.
SMILES | SRC3 TRFRET art | SRC1 TRFRET art
O=C(CCC1CCCCC1)NCCN1C2=NC[C@@H](Cc3ccccc3)N2C[C@H]1Cc1ccc(O)cc1 | 1650 | 1761
Cc1ccc(OCC(=O)N/N=C/c2cn(Cc3ccccc3)c3ccccc23)cc1 | 1493 | 1959
CC1CCCC(NC(=S)NC(=O)c2cncc(Br)c2)C1C (centres undefined) | 1554 | 1499
COC(=O)[C@@]1(Cc2ccc(F)cc2)[C@H]2c3cc(C(=O)N4CCCC4)n(Cc4ccc(C(F)(F)F)nc4)c3C[C@H]2CN1C(=O)c1ccccc1 | 1557 | 1757
O=C(CNC(=O)c1cccc(Br)c1)N/N=C/c1ccc[nH]1 | 1328 | 1495
CCOc1cc(N2CCOCC2)c(OCC)cc1NC(=O)CSc1n[nH]c(N)n1 | 1416 | 1893
COc1cc(OC)cc(C(=O)Nc2nnc(Cc3ccc(OC)c(OC)c3)s2)c1 | 1537 | 1627
Cc1cc(C)nc(NNC2=CC(=[N+]3CCCC3)CCC2)n1 | 1689 | 1947
C[C@H](NC(=O)c1ccco1)C(=O)Nc1cccc([N+](=O)[O-])c1 | 1649 | 1465
OCCC1CN(CC(c2ccccc2)c2ccccc2)CCN1C1CCCC1 (centres undefined) | 1599 | 1713
O=C1NC(=Nc2ccc(O)cc2)S/C1=C/c1ccco1 | 1673 | 1788
O=C(C1CC1)N1CCc2cc(Br)cc(S(=O)(=O)N3CCCCCC3)c21 | 1381 | 1781
COc1ccc(-n2c(SCc3ccc([N+](=O)[O-])cc3)nnc2-c2ccc(C)cc2)cc1 | 1641 | 1820
CC(=O)N1CCN(c2ccc(S(C)(=O)=O)cc2[N+](=O)[O-])CC1 | 1491 | 1880
CC(=O)N1N=C(c2ccco2)CC1c1ccc(C)cc1 (centres undefined) | 1627 | 1763
COc1ccc(CCNC(=O)Cn2cc(C(F)(F)F)cc(Cl)c2=O)cc1 | 1703 | 1978
COc1ccc(-c2nc(SC(CC(=O)NCc3ccccc3)c3ccc(OC)c(OC)c3)n[nH]2)cc1 (centres undefined) | 1752 | 1623
O=C(O)Cc1c[nH]c2cccc(O)c12 | 1983 | 1952
O=C(/C=C/c1ccco1)NCc1ccc2c(c1)OCO2 | 1665 | 1850
CC1CCc2nn(CC(=O)NCc3ccc4c(c3)OCO4)cc2C1 (centres undefined) | 1882 | 1985

Some of the entries so far, with values under each structure.
Under each structure – SRC3 TRFRET art | SRC1 TRFRET art
O=C1NC(=Nc2ccc(O)cc2)S/C1=C/c1ccco1
  1673 | 1788
COc1ccc(-n2c(SCc3ccc([N+](=O)[O-])cc3)nnc2-c2ccc(C)cc2)cc1
  1641 | 1820

Continuation:
SMILES | SRC3 TRFRET art | SRC1 TRFRET art
O=C(CSCc1nc2c(nnn2Cc2ccc(F)cc2)c(=O)[nH]1)Nc1c(Cl)cc(Cl)cc1Cl | 1586 | 1744
Nc1c(NCCc2ccccc2)c2ccccc2oc1=O | 1634 | 1752
CCN(CC)S(=O)(=O)c1ccc(C(=O)OCC(=O)Nc2sc3c(c2C#N)CCCCC3)cc1 | 1540 | 1722
CCCCN(CC)CCNC(=O)CCC(=O)Nc1ccc2nc(N3CCN(C)CC3)cc(C)c2c1 | 1569 | 1799
COc1cccc(N2CCN(c3ncnc4c3[nH]c3ccccc34)CC2C)c1 (centres undefined) | 1418 | 1972
N#CCCN(CC(=O)O)S(=O)(=O)c1ccccc1 | 1534 | 1946
CC1(c2ccc(OC(F)F)cc2)NC(=O)N(CC(=O)NC2CCCCC2)C1=O (centres undefined) | 1471 | 1796
COC(=O)C1C2C=CC3(CN(C(C)c4ccc(OC)cc4)C(=O)C13)O2 (centres undefined) | 1498 | 1578
CNC(=O)c1ccsc1NC(=O)c1ccc(S(=O)(=O)N2CCCc3ccccc32)cc1 | 2024 | 2063
Cc1cc(NC(=O)c2ccco2)ncc1NC(=O)Cc1ccccc1 | 1659 | 1929
Cc1cccc(NC(=O)c2cccc3c2-c2ccccc2C3=O)n1 | 1592 | 1420
c1ccc(Cc2ccc(OCCCNC3CCCC3)cc2)cc1 | 1578 | 1881
CCOC(=O)/C(C#N)=C/c1c(Oc2cc(C)cc(C)c2)nc2ccccn2c1=O | 1594 | 1788
CC/C(O)=C1\C(=O)CC(c2ccccc2)CC1=NCCc1c(C)[nH]c2ccc(C)cc12 (centres undefined) | 1581 | 1768
COc1ccc(/C=C2/CC/C(=C\c3ccc(OC)c(OC)c3OC)C2=O)c(OC)c1OC | 1609 | 1920
Cc1ccnc(N2CCC(C(=O)NNC(=O)c3ccncc3)CC2)n1 | 1555 | 1877
COc1ccc(-c2nc3c(c(=O)c4ccccc4n3C)c(=O)n2Cc2ccccc2)cc1 | 1824 | 1813
Nc1c(C(=O)O)cnc2nc(N3CCOCC3)nn12 | 1651 | 1843
COCCNC(=S)NNC(=O)c1ccc(-n2cnnn2)cc1 | 1476 | 1719
CC(C)(C)c1ccc(C(CC(=O)O)NC(=O)c2ccccc2F)cc1 (centres undefined) | 1260 | 1508

Compounds above with a tert-butyl group, in the order listed:
SMILES | SRC3 TRFRET art | SRC1 TRFRET art
CC(C)(C)NC(=O)Nc1ccc(Br)cc1 | 1604 | 1811
CC(C)(C)C(=O)N1CCC[C@@]1(CO)C(=O)O | 1666 | 1972
CC(C)(C)c1ccc(C(CC(=O)O)NC(=O)c2ccccc2F)cc1 (centres undefined) | 1260 | 1508

Continuation:
SMILES | SRC3 TRFRET art | SRC1 TRFRET art
COc1cccc(/C=C2\SC(N)=NC2=O)c1OS(=O)(=O)c1ccccc1 | 1517 | 1842
O=C1CCCC(O)=C1N=Nc1ccc2c(c1)OCO2 | 1500 | 1877
O=C(c1ccco1)N1CCCN(Cc2nc(Cc3ccccc3)no2)CC1 | 1341 | 1520
N/C(=N\OC(=O)CC1CCCCC1)c1cccc([N+](=O)[O-])c1 | 1503 | 1935
COc1ccccc1-n1cc(C(=O)NCC(=O)NCc2ccc(F)cc2)c2ccccc2c1=O | 1435 | 1805
CCCC(=O)c1c[nH]c(C(=O)NCc2cccnc2)c1 | 1631 | 1809
CCC1CCc2c(sc(NC(=O)C3CC=CCC3C(=O)O)c2C#N)C1 (centres undefined) | 1714 | 1983
COc1ccc(-n2c(Cc3cccn3C)nnc2SCC(=O)Nc2nccs2)cc1 | 1477 | 1770
CCC1CCCCN1C(=O)c1cccc(S(=O)(=O)Nc2cc(C(F)(F)F)ccc2Cl)c1 (centres undefined) | 1718 | 2181
O=C(NCC1CCCN(Cc2ccc3nonc3c2)C1)c1cccc(C(F)(F)F)c1 (centres undefined) | 1634 | 1845
CCOC(=O)c1ccc(NC(=S)N(Cc2cccnc2)Cc2ccco2)cc1 | 1665 | 1970
CC(C)C(O)(CC#CCN1CCCC1)c1ccccc1 (centres undefined) | 1736 | 1819
CCOc1ccc(C(=O)/C=C/c2cc(OC)c(OC)c(OC)c2)cc1 | 1629 | 1713
COc1ccc(S(=O)(=O)N2CCC(C(=O)NCc3ccccc3)CC2)cc1OC | 1558 | 1966
